PAD4 inh = blocks human protein arginine deiminase 4 | recombinant PAD4, RCA probe fluorescence polarization | Q9UM07 | inhibition, % at 6.36 µM | actives 0.41% (n = 330,000);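 active = percent inhibition above a cutoff equal to the mean of all tested compounds plus 3 SD, cut at about 15% in these data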;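 note: 0% = PAD4 with RCA probe and DMSO and 100% = probe without PAD4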
Target sequence (Q9UM07 whole entry, looked up): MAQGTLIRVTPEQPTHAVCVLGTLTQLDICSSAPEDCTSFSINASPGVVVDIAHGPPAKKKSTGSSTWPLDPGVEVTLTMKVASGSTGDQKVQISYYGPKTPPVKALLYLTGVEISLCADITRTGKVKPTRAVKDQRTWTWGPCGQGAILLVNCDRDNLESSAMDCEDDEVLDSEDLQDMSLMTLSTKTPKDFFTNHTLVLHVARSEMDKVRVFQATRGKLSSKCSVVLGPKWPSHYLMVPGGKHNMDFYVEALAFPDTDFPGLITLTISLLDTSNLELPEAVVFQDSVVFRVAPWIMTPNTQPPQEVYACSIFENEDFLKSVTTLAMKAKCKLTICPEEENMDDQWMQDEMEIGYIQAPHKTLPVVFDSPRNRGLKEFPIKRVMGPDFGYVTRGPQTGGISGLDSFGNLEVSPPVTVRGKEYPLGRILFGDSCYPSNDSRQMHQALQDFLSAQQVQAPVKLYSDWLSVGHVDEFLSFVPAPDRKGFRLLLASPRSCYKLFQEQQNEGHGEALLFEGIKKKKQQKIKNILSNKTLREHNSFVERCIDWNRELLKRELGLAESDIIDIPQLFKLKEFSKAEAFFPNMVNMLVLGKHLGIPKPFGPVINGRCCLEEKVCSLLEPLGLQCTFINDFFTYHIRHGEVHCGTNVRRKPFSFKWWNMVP
LYPLA1 inh = counter-screen for PME1 inhibitors: inhibitors of human LYPLA1; recombinant LYPLA1, FP-Rh probe fluorescence polarization; inhibition, % at 5.9 µM; actives 0.16% (n = 320,000); AID 2174;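 active = inhibition above the mean of all tested compounds plus 3 SD, set per campaign, cut at about 14% in these data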;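 note: inhibitors block serine hydrolase probe labeling of LYPLA1 so polarization falls; 0% = enzyme with DMSO and 100% = wells lacking LYPLA1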
Target sequence (O75608 whole entry, looked up): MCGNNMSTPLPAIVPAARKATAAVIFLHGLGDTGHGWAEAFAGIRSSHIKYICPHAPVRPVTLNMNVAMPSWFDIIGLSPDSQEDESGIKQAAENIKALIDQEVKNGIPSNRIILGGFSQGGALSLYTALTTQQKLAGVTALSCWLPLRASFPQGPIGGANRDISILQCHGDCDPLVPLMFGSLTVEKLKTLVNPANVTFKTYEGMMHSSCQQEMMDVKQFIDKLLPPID
PAFAH2 inh = inhibitors of human PAFAH2; Q99487; recombinant PAFAH2, FP-rhodamine activity probe, fluorescence polarization; inhibition, % at 3.39 µM; actives 0.99% (n = 340,000); AID 492956;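 active = inhibition above the mean over all tested compounds plus 3 SD, cut at about 30% in these data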;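 note: inhibitors block probe labeling of enzyme so polarization drops; 0% = enzyme with DMSO and 100% = wells lacking PAFAH2 protein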
GSTO1 inh = counter-screen for RBBP9 inhibitors: inhibitors of human GSTO1. recombinant GSTO1, activity-based probe fluorescence polarization. AID 1974. actives 1.1% (n = 300,000). P78417. inhibition, % at 5.96 µM;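 active = inhibition above the campaign mean inhibition plus 3 SD, cut at about 35% in these data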;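 note: 0% = GSTO1-1 with DMSO and 100% = wells lacking GSTO1-1 enzyme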
PME-1 primary = blocks human protein phosphatase methylesterase 1 | recombinant PME-1, FP-Rh probe fluorescence polarization | inhibition, % at 5.9 µM | Q9Y570 | actives 0.53% (n = 320,000);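 active = inhibition above the campaign mean of all compounds plus 3 SD, cut at about 26% in these data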;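 note: competitive labeling of PME-1 active site by serine hydrolase directed probe; 0% = PME-1 with DMSO and 100% = wells lacking PME-1 enzyme; inhibitors block probe labeling so polarization falls and inhibition rises; many of its hits are not listed in these tables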
PAFAH1B2 inh = PAFAH1B2 (human) inhibition. recombinant PAFAH1B2, FP-rhodamine activity probe, fluorescence polarization. inhibition, % at 3.39 µM. actives 1.2% (n = 340,000);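 active = inhibition above the mean of all tested compounds plus 3 SD, cut at about 24% in these data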;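 note: 0% = enzyme with DMSO and 100% = wells lacking PAFAH1B2; many of its hits are not listed in these tables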
Fam108B inh = Fam108B inhibition, counter-screen for RBBP9 inhibitors; actives 0.33% (n = 300,000); recombinant Fam108B, FP-Rh probe fluorescence polarization; inhibition, % at 9.51 µM; AID 1947;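 active = inhibition above the screen mean inhibition plus 3 SD, computed separately per campaign, cut at about 18% in these data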;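 note: inhibitors lower polarization as less probe binds the enzyme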
pPAFAH inh = pPAFAH (human) enzyme inhibition. inhibition, % at 3.39 µM. recombinant pPAFAH, FP-rhodamine probe fluorescence polarization. actives 1.5% (n = 330,000);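 active = inhibition above the mean inhibition across the screen plus 3 SD, cut at about 25% in these data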;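 note: inhibitors block binding of the rhodamine activity-based probe so polarization drops; 0% = enzyme with DMSO and 100% = wells lacking pPAFAH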
PAFAH1B3 FP inh = PAFAH1B3 (human) inhibition | Q15102 | actives 0.28% (n = 340,000) | inhibition, % at 3.39 µM | recombinant PAFAH1B3, FP-rhodamine probe, fluorescence polarization;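 active = inhibition above the screen-wide average of all tested compounds plus 3 SD, cut at about 25% in these data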;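 note: 0% = enzyme with DMSO only and 100% = wells lacking PAFAH1B3 protein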
* marks the source's active call; other numbers are inactive results; x = not tested or not shown. A portion of the library; the hit share may differ from the screen's.

Values run as follows: PME-1 primary	PAD4 inh	GSTO1 inh	LYPLA1 inh	PAFAH2 inh	PAFAH1B3 FP inh	PAFAH1B2 inh	pPAFAH inh	Fam108B inh
- Cc1cccc(N2CCN(C(=O)Cn3nc(Cc4ccncc4)c4ccccc4c3=O)CC2)c1C
    -4	-2	3	1	2	7	14	2	-1
- COc1cc(C(=O)NCC(c2cccs2)N2CCOCC2)cc(Br)c1OCc1ccccc1 (centres undefined)
    x	3	x	x	-6	-14	-1	3	x
- CC(C)Nc1c([N+](=O)[O-])c(=O)oc2ccccc12
    6	5	2	0	4	4	-2	-1	2
- CC(=O)NC1=NN(C(C)=O)C(C)(CCS(=O)(=O)c2ccc(Br)cc2)S1 (centres undefined)
    4	-1	4	4	2	3	16	3	-3
- CCOC(=O)/C(=N\Nc1ccccc1Cl)N(C)C1CCCCC1
    0	-10	3	2	8	6	2	9	-2
- COc1ccc(CC(=O)Nc2ccc(S(=O)(=O)N3CCOCC3)cc2)cc1
    -4	2	x	1	2	3	1	1	x
- Cc1ccc(NC(=O)C2CCCN2C(=O)Oc2ccccc2)cc1 (centres undefined)
    -1	1	-8	0	-3	8	-1	3	1
- CC(C)(C)NC(=O)NC(=O)CSc1ncn[nH]1
    -6	3	9	-1	-4	-1	7	-1	-2
- Cc1cc(N2C(=O)C(O)=C(C(=O)c3cccs3)C2c2ccccc2)no1 (centres undefined)
    -4	-3	-7	-3	5	6	0	3	0
- O=c1[nH]c(Nc2nc3ccccc3o2)nc2c1CCCC2
    -1	1	1	-2	9	10	3	7	15
- CCOc1ccc(NC(=S)N2CCN(c3ccc(N4CCOCC4)nn3)CC2)cc1
    -3	0	2	-1	-4	-6	4	3	4
- CCOc1ccc(C(=O)OCC(=O)NCC2CCCO2)cc1 (centres undefined)
    x	-1	x	x	48*	7	5	3	x
- CC1CCCCC1NC(=O)CNC(=O)c1ccco1 (centres undefined)
    5	-2	-5	3	-5	12	1	0	-5
- COc1ccc(N2CCN(C(=O)CN(C)S(=O)(=O)c3cc(C)ccc3OC)CC2)cc1
    -1	-4	-3	1	-3	11	7	1	-1
- CC(OC(=O)C1CSC2(C)CCC(=O)N12)C(=O)Nc1cccc(C#N)c1 (centres undefined)
    1	0	10	1	1	6	-1	1	5
- CC(=O)Nc1ccc(/C(C)=N/NC(=O)c2ccc(COc3ccccc3Cl)o2)cc1
    -4	1	-3	-2	11	0	0	-7	0
- Nc1nc(NCC2CCCO2)nc(Nc2ccc(F)cc2)c1[N+](=O)[O-] (centres undefined)
    7	0	6	-3	-1	3	3	5	-2
- Cc1c(CNCCCc2ccccc2)c(C(=O)O)c(C)n1Cc1ccccc1
    -6	-5	4	-1	-3	-2	5	5	-5
- CCN(CC)CCCCCCCCOC(=O)c1cc(OC)c(OC)c(OC)c1
    -1	1	1	3	-6	-1	5	5	2
- O=C1CN(C(=O)c2cccs2)c2ccccc2N1
    9	-4	-6	-2	3	-2	9	4	3
- Cc1[nH]n(-c2nc(-c3ccccc3F)cc(=O)[nH]2)c(=O)c1CCO
    1	-2	3	-3	3	-3	2	41*	-4
- CCC1CCCCN1CCCNC(=O)c1ccc2c(c1)c(C)c(C)n2C (centres undefined)
    -7	-5	-1	1	2	4	3	3	-2
- CCCCC(c1nnnn1C1CCCC1)N1CCN(C2CCCC2)CC1 (centres undefined)
    3	1	-5	-6	16	3	2	0	3
- Cc1ccn(S(=O)(=O)c2ccc(N3CCCC3=O)cc2)n1
    2	-3	-5	-2	-6	10	6	-2	2
- CN1CCN(C(=S)C(=O)NCc2ccccc2)CC1
    -9	-4	4	0	5	9	1	4	0
- Clc1cccc(/C=N\Nc2nccs2)c1
    3	-5	4	-1	-7	7	0	6	0
- COCCCNC(=O)c1ccc2c(=O)n(C3CCCC3)c(=S)[nH]c2c1
    -5	3	4	-1	3	3	17	5	2
- O=C(COc1ccccc1Cl)c1ccc2c(c1)CCCC2
    -3	0	6	2	-3	3	0	2	-2
- COC(=O)Nc1ccc(S(=O)(=O)N2CCCC(C(=O)O)C2)cc1 (centres undefined)
    3	-3	4	3	3	-2	1	-1	2
- NC(=O)c1cc(S(=O)(=O)N2CCCC2)ccc1OCc1ccc(F)cc1
    3	-5	2	-2	2	7	5	4	-3
- c1ccc(-c2ccc(-c3csnn3)cc2)cc1
    4	-2	-7	-2	3	-1	3	4	-4
- CCCCCCOC(=O)CCn1[nH]c(=O)c2ccccc2c1=O
    -5	2	0	1	2	-11	3	6	3
- CCCn1c(SCC(=O)Nc2ccc(S(=O)(=O)N(C)C)cc2)n[nH]c1=O
    2	-2	-1	-1	5	14	0	5	-1
- CN(C(=O)COC(=O)C1CCN(S(=O)(=O)c2c(Cl)cccc2Cl)CC1)c1ccccc1
    3	-4	5	-2	9	2	4	6	0
- O=S(=O)(c1ccc(-c2n[nH]c(=S)o2)cc1)N1CCCC1
    2	1	2	1	9	-3	4	2	-4
- CC1(C(=O)Nc2ccccc2)Cc2ccccc2C(=O)O1 (centres undefined)
    4	-1	8	5	6	9	4	3	-1
- COc1cccc(N2CCN(CC(=O)c3c[nH]c4ccc(OC)cc34)CC2C)c1 (centres undefined)
    -3	-3	15	4	0	5	-3	1	5
- Cc1ccc(Cl)c(NC(=O)CSc2n[nH]c(=O)n2C2CC2)c1Cl
    0	1	x	-3	6	7	6	0	x
- Cc1ccc(Cn2cccc(NC(=O)c3ccco3)c2=O)cc1
    -4	0	3	3	-1	-7	3	-1	-3
- COc1ccc(CCNc2ccc(S(N)(=O)=O)cn2)cc1
    2	1	1	5	-14	5	8	2	-2
- O=C(OCc1ccc(Br)cc1)c1cccnc1
    4	-4	7	5	0	5	14	4	2
- CCOc1cc2[nH]c(=O)n(CCCCCC(=O)NCc3ccco3)c(=O)c2cc1OCC
    1	-2	-4	2	-1	-1	0	4	-2
- O=C1COc2ccc(S(=O)(=O)N3CCC(C(=O)NCc4ccc(F)cc4)CC3)cc2N1
    -5	-5	8	2	4	10	4	2	0
- O=[N+]([O-])c1ccc(O)c(C=Nc2ccc3oc(Cc4ccc(Cl)cc4)nc3c2)c1
    8	-9	41*	-8	x	x	x	46*	1
- CC(=O)c1nnn(-c2cccc(C#N)c2)c1C
    -2	1	4	0	-15	-4	5	5	0
- CCOC(=O)c1sc(=S)n(C)c1N
    -9	-2	10	1	-2	16	3	3	-1
- Cn1nc(C(F)(F)F)c(C#N)c1N1CCN(c2ccc(F)cc2)CC1
    2	-2	-2	0	-6	-1	0	2	-1
- COc1ccc(NC(C)=O)cc1NC(=O)CN1CCN(C2c3ccccc3-c3ccccc32)CC1
    3	-6	-246	-5	0	7	4	7	1
- CCN(CC)c1ccc(NC(=O)CCS(=O)(=O)c2cccc3nsnc23)c(C)c1
    -5	-1	-3	1	0	-2	-4	3	1
- O=C(COC(=O)c1ccccn1)Nc1nc(-c2cccc([N+](=O)[O-])c2)cs1
    6	5	1	-2	-5	0	-3	3	-1

Other structures
Values run as follows: PME-1 primary	PAD4 inh	GSTO1 inh	LYPLA1 inh	PAFAH2 inh	PAFAH1B3 FP inh	PAFAH1B2 inh	pPAFAH inh	Fam108B inh
- CCCCn1c(SCC(=O)c2cc(OC)ccc2OC)nc2cc(S(N)(=O)=O)ccc21
    -5	0	3	3	5	16	1	3	-4
- O=C(COC(=O)c1cc(=O)[nH]c2ccccc12)NCc1ccc(F)cc1
    -3	0	x	-4	3	5	6	-3	x
- CCOc1ccc(S(=O)(=O)NCCC(=O)NCc2cccnc2)cc1
    -1	-1	-3	-3	6	10	4	10	0
- CCC(c1nnnn1CCOC)N(Cc1ccc(C)cc1)Cc1cc2cc(OC)ccc2[nH]c1=O (centres undefined)
    0	-1	-6	-1	-4	5	5	6	2
- Cc1cc(C)c(N(C(=O)c2csnn2)C(C(=O)NC(C)(C)C)c2ccncc2)c(C)c1 (centres undefined)
    2	1	7	-4	2	0	1	1	-1

By substructure: the compounds so far containing a Cl atom
Values run as follows: PME-1 primary	PAD4 inh	GSTO1 inh	LYPLA1 inh	PAFAH2 inh	PAFAH1B3 FP inh	PAFAH1B2 inh	pPAFAH inh	Fam108B inh
- CCOC(=O)/C(=N\Nc1ccccc1Cl)N(C)C1CCCCC1
    0	-10	3	2	8	6	2	9	-2
- CC(=O)Nc1ccc(/C(C)=N/NC(=O)c2ccc(COc3ccccc3Cl)o2)cc1
    -4	1	-3	-2	11	0	0	-7	0
- Clc1cccc(/C=N\Nc2nccs2)c1
    3	-5	4	-1	-7	7	0	6	0
- O=C(COc1ccccc1Cl)c1ccc2c(c1)CCCC2
    -3	0	6	2	-3	3	0	2	-2
- CN(C(=O)COC(=O)C1CCN(S(=O)(=O)c2c(Cl)cccc2Cl)CC1)c1ccccc1
    3	-4	5	-2	9	2	4	6	0
- Cc1ccc(Cl)c(NC(=O)CSc2n[nH]c(=O)n2C2CC2)c1Cl
    0	1	x	-3	6	7	6	0	x
- O=[N+]([O-])c1ccc(O)c(C=Nc2ccc3oc(Cc4ccc(Cl)cc4)nc3c2)c1
    8	-9	41*	-8	x	x	x	46*	1

Screening data from PubChem BioAssay.
